HP1b chromo inh – HTS for Inhibitors of HP1-beta Chromodomain Interactions with Methylated Histone Tails | Chromobox protein homolog 1 (Homo sapiens), P83916 | AlphaScreen HP1-beta / biotin-H3K9me3 peptide binding | Potency, µM (highest dose often 114 µM), inactives show at the top dose activity change, negative = inhibition, most hits filed as inhibitors | actives 0.56% (n = 390,000) | AID 540317, 2011; note: potency is the fitted concentration of half-maximal effect; nearly all actives have a fitted effect of over 70% in size; inactives centre near 23
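AlphaScreen: HP1-beta (50 nM) preformed 30 min with biotin-H3(1-18)K9me3 peptide (50 nM) in PBS pH 7.4, 0.01% Tween-20. Compound added for 30 min at RT, then streptavidin donor/nickel chelate acceptor beads (10 ug/mL) for 30 min.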
G9a inh – qHTS Assay for Inhibitors of Histone Lysine Methyltransferase G9a; Histone-lysine N-methyltransferase EHMT2 (Homo sapiens), Q96KQ7; G9a H3K9 monomethylation, AlphaScreen, 2 h; Potency, µM (top dose mostly 102 µM), for the others: at the top dose activity, negative = inhibition, hits mostly inhibitors; actives 8.8% (n = 350,000); AID 504332, 2011; note: potency is the fitted concentration of half-maximal effect; % is set by controls: 0 for no effect and ±100 for the full control effect; nearly all actives have a fitted effect of over 75% in size
Target sequence (Q96KQ7 913-1193 limits assumed): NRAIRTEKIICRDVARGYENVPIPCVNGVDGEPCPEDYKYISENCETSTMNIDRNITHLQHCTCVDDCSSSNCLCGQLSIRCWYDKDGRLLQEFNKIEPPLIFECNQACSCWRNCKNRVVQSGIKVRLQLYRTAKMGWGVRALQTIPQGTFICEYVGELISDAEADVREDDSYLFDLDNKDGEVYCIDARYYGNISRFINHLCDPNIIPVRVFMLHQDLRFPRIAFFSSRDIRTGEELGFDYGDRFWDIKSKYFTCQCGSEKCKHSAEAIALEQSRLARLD
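Compounds were preincubated with 20 nM G9a for 15 min, after which biotinylated H3K9 peptide (500 nM) and SAM (20 uM) started a 2 h room-temperature reaction. Monomethylated product was quantified by antibody-based AlphaScreen chemiluminescence.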
PGK inhibitor – qHTS Assay to Find Inhibitors of Phosphoglycerate Kinase; Phosphoglycerate kinase, glycosomal (Trypanosoma brucei brucei), P07378; PGK/GAPDH coupled, Kinase-Glo luminescence, 60 min; Potency, µM (series often up to 57.5 µM), for inactives: at the highest dose activity change, negative = inhibition, most hits filed as inhibitors; actives 0.043% (n = 380,000); note: potency is the fitted concentration of half-maximal effect; % is set by controls: 0 for no effect and ±100 for the full control effect; nearly all actives have a fitted effect of over 60% in size
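Luminescent ATP detection (Kinase-Glo Plus) follows a 60-minute room-temperature incubation, with wells lacking PGK as controls. Buffer: 100 mM TEA (pH 7.6), 5 mM MgCl2, 0.01% Tween-20. Coupling enzyme GAPDH (100 nM final) supplies unstable 1,3-BPG in-well.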
ERG-DNA inh – qHTS for Small Molecule Inhibitors of the ERG Ets/DNA interaction; fluorescence polarization, His-ERG Ets domain / labelled DNA; Potency, µM (doses to about 76.9 µM), inactives show top-dose FP activity, negative = inhibition, most hits filed as inhibitors; actives 0.028% (n = 370,000); active = well fitted inhibition curve with a large enough effect in the polarisation, with a control signal flat; inconclusive = small, poorly fitted or top-dose-only effect, or effect the other way, or a change in a side signal; inactive = no such curve, though single readings can be large or run the other way; the % refers to the polarisation;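 note: polarization taken with two DNA probes labelled with fluorescein and Texas red; potency is the fitted concentration of half-maximal effect; % of control where 0% means no effect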
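His-tagged ERG Ets domain (1 uM in the protein solution; 300mM KCl, 50mM Tris-HCl, 1mM EDTA, 1mM DTT, pH 7.5) received compound, then a probe mix of 5 nM fluorescein-DNA and 100nM Texas-615-DNA. Fluorescence polarization was read for both dyes.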
Pin1 inhibitor – qHTS Assay to Find Inhibitors of Pin1; Peptidyl-prolyl cis-trans isomerase NIMA-interacting 1 (Homo sapiens), Q13526; Pin1 FP peptide displacement, HiFluor488, 10 min; Potency, µM (series often up to 115 µM), without a hit: at the highest dose activity, negative = inhibition, actives largely listed as inhibitors; actives 0.009% (n = 390,000); AID 504891, 2011; active = well fitted inhibition curve with a large enough effect in the polarisation, with a control signal flat, not every such curve was filed as active; inconclusive = small, poorly fitted or top-dose-only effect, or effect the other way, or a change in a side signal; inactive = no such curve, though single readings can be large or run the other way; the % refers to the polarisation; note: potency is the fitted concentration of half-maximal effect; % is set by controls: 0 for no effect and ±100 for the full control effect
Target sequence (Q13526 whole entry, looked up): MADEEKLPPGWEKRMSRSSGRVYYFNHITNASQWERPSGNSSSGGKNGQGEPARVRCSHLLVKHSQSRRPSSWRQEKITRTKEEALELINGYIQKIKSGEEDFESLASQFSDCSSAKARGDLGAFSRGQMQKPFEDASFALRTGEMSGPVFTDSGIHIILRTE
GLS inh – qHTS for Inhibitors of Glutaminase (GLS); Glutaminase kidney isoform, mitochondrial (Homo sapiens), O94925; GLS enzymatic activity, qHTS titration; Potency, µM (series often up to 45.5 µM), without a hit: at the top dose activity change, negative = inhibition, hits mostly inhibitors; actives 0.21% (n = 410,000); AID 624170, 2012; note: potency is the fitted concentration of half-maximal effect; % is set by controls: 0 for no effect and ±100 for the full control effect
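hKGA in 45 mM KH2PO4 (pH 8.2), 0.02% Tween-20 with compound, then 1mM L-Glutamine (stock as added) plus glutamate oxidase/HRP/Amplex red coupling mix. Fluorescence read initially and after 30 min at RT; signal change reflects glutamate formation.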
JMJD2A Tudor – qHTS Assay for Inhibitors of JMJD2A-Tudor Domain. Lysine-specific demethylase 4A (Homo sapiens), O75164. AlphaScreen JMJD2A-Tudor / H3K4me3 peptide binding. Potency, µM (top dose mostly 114 µM), for the others: at the top dose activity change, negative = inhibition, usual class: inhibitors. actives 4.4% (n = 390,000). AID 504339, 2011; note: potency is the fitted concentration of half-maximal effect; % is set by controls: 0 for no effect and ±100 for the full control effect; nearly all actives have a fitted effect of over 50% in size
BAZ2B block – qHTS Assay for Inhibitors of BAZ2B | actives 4.4% (n = 360,000) | Bromodomain adjacent to zinc finger domain protein 2B (Homo sapiens), Q9UIF8 | AlphaScreen BAZ2B-H3K14Ac peptide displacement | Potency, µM (doses to about 114 µM), for the others: at the top dose activity change, negative = inhibition, hits mostly inhibitors; note: potency is the fitted concentration of half-maximal effect; % is set by controls: 0 for no effect and ±100 for the full control effect; nearly all actives have a fitted effect of over 60% in size
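Protein-peptide AlphaScreen: BAZ2B 50 nM, b-H3K14Ac 50 nM, 1x PBS pH 7.4 + 0.01% Tween-20. Preincubation 30 min RT; cpd 30 min RT (top 110 uM); beads 20 min RT, light-protected.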
PI4K2A block – qHTS for small molecular inhibitors of PI4K2A. Phosphatidylinositol 4-kinase type 2-alpha (Homo sapiens), Q9BTU6. purified PI4K2A, ADP-Glo luminescence, 1 h; active compounds read low. activity change, negative = inhibition, % at 76.9 µM. actives 0.13% (n = 420,000); in the data active = activity change below about -50%; inconclusive = mostly about -30% to -49%;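 note: -100% = wells without enzyme as full effect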
Target sequence (Q9BTU6 whole entry, looked up): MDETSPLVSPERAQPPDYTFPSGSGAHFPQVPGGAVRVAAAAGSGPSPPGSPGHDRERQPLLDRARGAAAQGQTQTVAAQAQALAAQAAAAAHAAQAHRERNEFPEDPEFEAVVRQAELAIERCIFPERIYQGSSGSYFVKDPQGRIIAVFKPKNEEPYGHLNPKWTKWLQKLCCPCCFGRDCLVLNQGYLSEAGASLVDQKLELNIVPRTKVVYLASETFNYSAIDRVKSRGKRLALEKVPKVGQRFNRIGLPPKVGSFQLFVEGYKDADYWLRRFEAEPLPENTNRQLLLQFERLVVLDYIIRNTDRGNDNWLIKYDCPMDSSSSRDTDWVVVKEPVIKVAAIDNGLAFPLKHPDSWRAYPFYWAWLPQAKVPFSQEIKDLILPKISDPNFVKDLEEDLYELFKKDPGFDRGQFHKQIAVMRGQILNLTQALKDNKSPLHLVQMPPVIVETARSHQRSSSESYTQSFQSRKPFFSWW
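PI4K2A activity was measured by ADP-Glo luminescence: enzyme (4 ug/mL stock) and phosphatidylinositol (1.2 mM stock) in Tris pH 7.5/MgCl2/EGTA/Triton X-100 buffer were reacted with ATP (300 microM stock) for one hour at ambient temperature.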
Starred values were filed as active, the others as inactive; i = inactive; ? = inconclusive; · = no result given; & = joins results of further samples; [ ] = dose if it differs, or a comment. Unless noted, calls come from the whole dose curve; as a rule, active = well fitted curve in the direction sought with a large enough effect; inconclusive = small, poorly fitted or top-dose-only effect, or another doubt; inactive = no such curve, though single readings can be large; an effect the other way counts as inactive or inconclusive.

SMILES | HP1b chromo inh | G9a inh | PGK inhibitor | ERG-DNA inh | Pin1 inhibitor | GLS inh | JMJD2A Tudor | BAZ2B block | PI4K2A block
c1ccc(-n2nnnc2N2CCOCC2)cc1 | 19.6% | -32.7% | -5.0% | 14.8% | -4.4% | -6.0% | -6.8% | 2.2% | -4.1
CC12CC3CC(C)(C1)CC(C(=O)NCc1ccco1)(C3)C2 | -6.3% | -6.4% | -1.1% | 5.4% | 0.2% | 0.3% | -21.8%[57.1 µM] | -13.0% | 5.8
CC[C@H](C)[C@@H](C(=O)NCCCCCCCCCCC(=O)N1CCNCC1)n1cc(CCCCN=C(N)N)nn1 | 30.6% | -9.7%[2.33 µM] | 11.6% | -0.6% | 7.5% | 0.0% | -12.1% | -3.0% | 0.9
COc1ccc(C2c3ccc(O)cc3Oc3ncn(CC(C)C)c(=N)c32)cc1 (centres undefined) | -2.8% | 40.0%[12.7 µM] | -11.2% | -3.4% | 15.6% | 1.6% | -16.7% | 18.5% | 0.9
Nc1cc(=O)nc(SCc2ccccc2)n1Cc1ccco1 | 27.5% | 5.3%[59 µM] | i | 15.6% | -1.5% | -5.9% | -15.0% | -3.7% | -10.6
COc1ccccc1NC(=O)c1ccc(S(=O)(=O)N2CCCC(C)C2)cc1 (centres undefined) | 17.4% | 9.9% | -7.8% | -3.7% | -4.2% | -1.5% | -11.2% | -0.4% | 1.9
Cn1c(=O)cc(SCC(=O)NCC2COc3ccccc3O2)c2ccccc21 (centres undefined) | 35.9% | ? | -3.7% | 1.7% | 4.7% | 3.2% | -7.4% | -0.4% | 0.2
CCOc1ccc(CCNC(=O)c2cccc(NC3=NC4CS(=O)(=O)CC4S3)c2)cc1OCC (centres undefined) | 47.8%[activator] | -5.1%[12.7 µM] | i | 9.4% | -3.8% | -4.0% | -4.9% | -6.4% | 0.2
CCOc1ccc(S(=O)(=O)NCCC(=O)NC2CCCCC2)cc1 | 12.3% | 20.0%[0.501 µM] | 0.2% | 2.4% | 1.4% | 7.4% | 0.0% | 15.5% | 1.5
O=C(NCCSc1c[nH]c2ccccc12)c1ccc(Br)o1 | 14.9% | 79.4µM* | 1.0% | -2.3% | -6.9% | -2.1% | -12.0% | -10.4% | -0.1
CCCCN(C(=O)C1CCN(C(=O)c2ccccc2C)CC1)c1c(N)n(CCCC)c(=O)[nH]c1=O | 33.5% | 19.8% | -4.3% | -20.6% | -7.8% | -3.9% | -10.4% | -3.5% | -1.5
Cc1ccc(/C=N/N2CCN(c3ccccc3)CC2)cc1 | 22.4% | -13.4% | -4.3% | -4.4% | -2.5% | 0.0% | -3.4% | 14.5% | 0.6
CCOC(=O)c1c(C)[nH]c(CCC(=O)NCc2ccc(CC)cc2)c1C | 22.2%[57 µM] | -1.9%[59 µM] | -6.3% | 1.2% | -3.1% | 3.9% | -6.5% | 2.9% | -3.1
Cc1noc(NC(=O)c2ccccc2Cl)c1C#N | 32.2% | 0.0%[59 µM] | i | 10.8% | -0.8% | 2.5% | -8.6% | 4.3% | 1.7
CCN1CCN(CC(=O)c2c[nH]c3ccccc23)CC1 | 26.5% | -6.8%[59 µM] | i | 6.3% | ? | -5.8% | -21.2% | 2.8% | 1.7
CC(C)Cc1nn2c(=O)cc(CSCC(=O)Nc3ccccc3F)nc2s1 | 56.7%[activator] | 39.0%[activator] | i | 10.3% | 9.6% | -1.0% | 2.0% | -0.5% | 3.8
COc1cc(NC(=S)NCc2ccc(S(N)(=O)=O)cc2)c(OC)cc1Cl | ? | 35.5µM* | 6.3% | -2.1% | -3.7% | 34.7%[activator] | -22.6% | ? | 0.6
CCN(CC)C1=NC=CC(c2ccccc2)=CC1C (centres undefined) | 20.9% | -8.0%[59 µM] | i | 8.5% | ? | 5.2% | -7.1% | 5.3% | -1.4
COc1ccc(N2CCN(S(=O)(=O)c3ccc(CC(C)C)cc3)CC2)cc1 | 19.0% | -34.5%[59 µM] | -1.8% | 0.9% | -2.4% | 0.6% | -17.4% | -2.8% | 0.0
Cc1ccccc1OCc1nnc(SCc2cc(=O)c3cccc(F)c3[nH]2)n1C | 33.2%[57 µM] | 3.2%[59 µM] | -9.7% | -5.6% | -1.0% | -6.1% | -1.0% | 4.4% | 11.1
O=C(/C=C/c1ccccc1)NC(=S)N1CCSCC1 | 2.2% | · | -4.6% | -0.3% | -0.9% | 0.9% | ? | -12.3% | -0.5
CCOC(=O)Cc1csc(NC(=O)COC(=O)/C=C/c2ccc(OC)cc2)n1 | 19.6% | · | 0.6% | -3.6% | 11.9% | 1.2% | -10.8% | · | 2.0
CSc1ncc(C(=O)Nc2ccc(Br)cn2)c(C)n1 | 26.7% | ? | -5.4% | 4.9% | ? | 3.3% | -20.5% | -0.6% | -5.4
COc1ccc2cc(CN(CC3CCCO3)C(=S)Nc3ccccc3)c(=O)[nH]c2c1 (centres undefined) | 5.9% | · | -6.0% | -5.3% | 5.4% | -18.4% | -31.8% | -20.9% | -1.1
O=C(NC(=S)Nc1ccc2c(c1)OCCO2)c1cccc2ccccc12 | 6.1% | 39.8µM* | -8.2% | -0.5% | 6.9% | 6.6% | ? | ? | -3.5

(continued)
SMILES | HP1b chromo inh | G9a inh | PGK inhibitor | ERG-DNA inh | Pin1 inhibitor | GLS inh | JMJD2A Tudor | BAZ2B block | PI4K2A block
Cc1nc(NCCN2CCOCC2)c2nnn(Cc3ccccc3Cl)c2n1 | 21.6% | ? | -4.3% | -0.1% | 7.3% | -20.0% | -8.3% | -38.2% | -0.2
O=C(NC1CCCC1)c1ccc2c(=O)n(Cc3ccccc3)c(SCc3ccc([N+](=O)[O-])cc3)nc2c1 | 15.5%[57 µM] | 20.6%[59 µM] | -9.1% | 6.9% | -3.2% | -2.5% | -18.1% | 3.7% | 5.9
Cc1ccc(OCC(=O)N/N=C/c2ccncc2)cc1 | 36.5% | 13.3% | -0.2% | 6.8% | 3.0% | 0.2% | 1.4% | 1.2% | 3.1
COc1ccc(CCNS(=O)(=O)c2cnc(Cl)c(Br)c2)cc1OC | 4.6% | 29.6% | -3.7% | 2.7% | -1.3% | -2.6% | -9.5% | -13.5% | -6.6
COC(=O)c1ccc(N2C(=O)C3CC(C)=C(C)CC3C2=O)cc1 (centres undefined) | 29.7% | 4.6% | i | -3.2% | ? | 1.2% | -12.5% | 3.4% | -4.8
CCCCNC(=O)c1onc(CS(=O)(=O)c2ccccn2)c1C(=O)NCCCC | 31.7% | 3.7%[2.33 µM] | -2.2% | -4.7% | -1.2% | -3.2% | 0.7% | -3.1% | 2.1
COc1ccc(/C=N/Nc2ccc(C(=O)O)cc2)c(OC)c1OC | 35.2% | ? | -7.0% | -2.4% | 0.4% | 16.4% | -23.3% | 18.8% | 2.4
CC(=O)N[C@@H](Cc1c[nH]c2ccccc12)C(=O)NCc1ccccc1 | 2.5% | -36.2% | 7.2% | -3.7% | -16.0% | 10.2% | -4.2% | -2.1% | -9.8
CSc1nnc(C)c(=O)n1COC(=O)COc1ccccc1C | 26.6% | ? | 2.6% | -1.4% | 2.7% | 21.2% | -3.5% | -20.8% | 8.8
O=C(NCc1ccco1)C1c2ccccc2Oc2ccccc21 | 0.7% | ? | ? | 11.7% | 6.4% | -24.2% | 50.1µM* | -8.8% | -7.6
Cn1c(=N)n(CC(O)c2cccc3ccccc23)c2ccccc21 (centres undefined) | 16.0% | -6.2% | 2.6% | 6.4% | -1.7% | -2.6% | -7.5% | -2.6% | 1.0
Cc1ccc(CNC(=O)CCc2cn(C)c3ccccc23)cc1 | 7.5%&-8.4% | 14.8% | -5.1%&-3.9% | -1.3%&-4.0% | 1.4%&-0.9% | 4.1%&-0.5% | -18.3%&-20.8% | -14.8%&-15.1% | -2.2&1.2
COc1ccccc1N1CCN(C(=O)CCC(=O)N2CCN(c3ccc(F)cc3)CC2)CC1 | 38.5% | · | -6.9% | 14.7% | 1.3% | 20.1% | -10.3% | 53.0%[activator] | -2.3
Cc1c(C(=O)Oc2ccc(Cl)cc2)n(C)oc1=O | 55.2%[activator] | ? | i | 12.8% | 8.4% | 2.4% | 1.4% | 2.9% | 4.0
COc1ccc(C2c3[nH]c4ccccc4c3CCN2C(=O)c2cc3ncccn3n2)c(F)c1 (centres undefined) | 2.1% | 19.7%[12.7 µM] | i | 7.4% | 29.9% | 4.8% | ? | 31.6µM* | 4.2
CCNC(=S)Nc1cc(C)ccn1 | 27.6% | 1µM* | 1.9% | 4.5% | 3.5% | 26.4% | -16.6% | -2.2% | 0.6
